# Screening data as filed in PubChem BioAssay.
# SR-BI DiI-HDL act = activators of SR-BI mediated HDL lipid uptake | AID 504775 | CHO ldlA[mSR-BI] cells, DiI-HDL uptake fluorescence, 3 h; 100 = double the neutral-control signal | actives 0.096% (n = 320,000) | activation, % at 12.5 µM;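 active = mean replicate activation of at least 60% and every replicate at or above 60%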;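 also: 0% = median plate neutral-control signal and 100% = twice that signal; values of inactives mirror those of a sister screen read the other way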
#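 Material – SR-BI-overexpressing, LDLR-lacking CHO cells · Medium – BSA-supplemented, HEPES-buffered Ham's F12, pH 7.4 · Doses – single concentration · Times – compound with DiI-HDL co-incubation, 3 h at 37 °C · Measured by – bottom-read fluorescence, 550/595 nm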
# LANA DNA inh = inhibitors of KSHV LANA C-terminal domain DNA binding | MBP-C-LANA/FAM-LBS DNA binding, fluorescence polarization | inhibition, % at 9 µM | actives 0.078% (n = 340,000);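 active = highest replicate inhibition at or above 60% at 9 µM, even if other replicates fall short; inactive = all replicates below 60% inhibition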;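 also: 0% = neutral control wells and 100% = 4 µM acridine orange control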
# Rtt109 HAT inh = blocks Candida albicans Rtt109/Vps75 acetyltransferase activity; purified Rtt109/Vps75, ThioGlo CoA-SH fluorescence, 4 h; actives 0.16% (n = 330,000); inhibition, % at 34.9 µM;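 active = inhibition of at least 50% in every replicate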
# Target sequence (Q5AAJ8 whole entry, looked up): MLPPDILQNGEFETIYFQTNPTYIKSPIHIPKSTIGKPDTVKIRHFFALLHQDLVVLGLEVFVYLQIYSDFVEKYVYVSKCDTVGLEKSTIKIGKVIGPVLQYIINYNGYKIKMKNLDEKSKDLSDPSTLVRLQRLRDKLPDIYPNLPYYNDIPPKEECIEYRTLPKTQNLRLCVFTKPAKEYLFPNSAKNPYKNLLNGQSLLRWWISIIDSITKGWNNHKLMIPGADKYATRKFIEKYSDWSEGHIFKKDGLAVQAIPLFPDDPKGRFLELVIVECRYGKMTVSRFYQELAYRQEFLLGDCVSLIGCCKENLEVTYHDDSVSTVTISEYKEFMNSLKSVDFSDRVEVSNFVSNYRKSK
# Keap1-Nrf2 PPI = inhibitors of human Keap1-Nrf2 protein-protein interaction. Q14145. Keap1 Kelch-Nrf2 peptide fluorescence polarization, 1536-well. inhibition, % at 9.4 µM. actives 0.15% (n = 340,000). AID 504523; in the data active = inhibition above about 12%;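 also: human Keap1 Kelch domain with fluorescein labeled Nrf2 9mer peptide probe; 0% = neutral control wells and 100% = peptide positive control; higher means more block of Keap1 binding to Nrf2 peptide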
# RTF Ca sens act = cardiac RTF calcium sensitization | IANBD-labeled TnC RTF fluorescence at EC20 calcium; 0% EC20 calcium, 100% full calcium | actives 0.24% (n = 340,000) | activation, % at 7.2 µM | P19429+P45379;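 active = activation above the mean over all tested compounds plus 3 SD, cut at about 30% in these data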;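 also: rise in fluorescence read as greater calcium sensitivity of cardiac thin filaments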
# CAL PDZ FP-1 = human CAL PDZ-peptide interaction inhibition; inhibition, % at 20 µM; purified CAL PDZ, TMR-peptide fluorescence polarization, 1 h; AID 504414; actives 0.02% (n = 330,000);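 active = highest replicate inhibition of at least 40%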;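 also: plate controls were DMSO neutral control wells for no effect and unlabeled competitor peptide control wells for full effect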
#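 Material: tagged CAL PDZ domain; buffer or medium: 25 mM sodium phosphate pH 7.4, 150 mM NaCl, TCEP, IgG, Thesit; compound dosing: single point, 20 µM; schedule: 1 h incubation at room temperature before polarization reading; measured by: FP readout, S and P plane fluorescence; read-out basis: percent inhibition from loss of millipolarization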
# PKA-R2B act = PKA-R2B complex activation; P22694+P31323; PKA-R2B holoenzyme dissociation, Cy5-IP20 fluorescence polarization; R2B truncated from residue 108, S112A mutant; 0% DMSO only, 100% 113 µM cGMP; activation, % at 11.4 µM; actives 0.079% (n = 340,000);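 active = activation above a cutoff set at the mean over all compounds plus 3 SD, cut at about 18% in these data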;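 also: higher means more holoenzyme dissociation and a rise in polarization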
# Cardiac RTF inh = cardiac RTF calcium desensitization. P19429+P45379. IANBD-labeled cardiac RTF, Ca2+ fluorescence. inhibition, % at 7.15 µM. actives 0.12% (n = 340,000). AID 493244;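 active = inhibition above the mean inhibition of all tested compounds plus 3 SD, cut at about 17% in these data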;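 also: assay run at fixed EC70 calcium of 1.6 mM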
# DAGLB inh = diacylglycerol lipase beta (human) inhibition; Q8NCG7; HEK293T DAGLB membrane lysate, EnzChek fluorogenic substrate; inhibition, % at 5.17 µM; actives 0.059% (n = 340,000); AID 504411; in the data active = inhibition above about 34%;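 also: 0% = enzyme with vehicle and 100% = wells lacking enzyme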
# Target sequence (Q8NCG7 whole entry, looked up): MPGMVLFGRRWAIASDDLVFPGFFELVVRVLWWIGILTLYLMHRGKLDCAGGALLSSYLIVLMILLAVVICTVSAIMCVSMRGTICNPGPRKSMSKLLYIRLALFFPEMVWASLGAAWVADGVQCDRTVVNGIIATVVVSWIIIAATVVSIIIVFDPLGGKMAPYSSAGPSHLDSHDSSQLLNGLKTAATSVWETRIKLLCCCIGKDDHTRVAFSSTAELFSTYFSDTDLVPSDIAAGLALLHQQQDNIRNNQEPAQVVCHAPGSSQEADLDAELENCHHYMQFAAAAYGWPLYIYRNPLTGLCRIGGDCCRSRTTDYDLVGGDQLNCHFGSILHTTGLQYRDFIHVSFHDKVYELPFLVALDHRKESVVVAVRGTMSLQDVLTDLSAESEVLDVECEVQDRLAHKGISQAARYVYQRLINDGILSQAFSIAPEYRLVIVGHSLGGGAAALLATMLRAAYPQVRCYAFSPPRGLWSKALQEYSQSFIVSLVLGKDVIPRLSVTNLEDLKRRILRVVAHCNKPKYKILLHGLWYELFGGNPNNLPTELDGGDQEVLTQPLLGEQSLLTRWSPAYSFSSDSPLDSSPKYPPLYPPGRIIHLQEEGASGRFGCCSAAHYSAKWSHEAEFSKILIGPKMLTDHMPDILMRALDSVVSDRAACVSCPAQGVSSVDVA
# CAL PDZ FP-2 = inhibitors of human CAL PDZ peptide binding; Q9HD26; purified CAL PDZ, TMR-peptide fluorescence polarization, 1 h; inhibition, % at 24.9 µM; actives 0.92% (n = 300,000); AID 602252;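 active = mean inhibition of at least 30% with at least half of replicates also reaching 30%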;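 also: 0% = DMSO neutral control and 100% = excess unlabeled competitor peptide PRC23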
# An asterisk follows results filed as active; · = no result given.
# A first look (14 entries):
1	COc1ccc(C)cc1NC(=O)CCN1CCCC1
2	Cc1ccc2nc(N3CCC(C(=O)NC4CCCCC4)CC3)sc2c1
3	CCOC(=O)c1cc(NC(=O)Nc2nccs2)c(C)nc1C
4	CC(C)c1c(C#N)c(N)nc(SCC(=O)c2cc3ccccc3oc2=O)c1C#N
5	CC(C)CCNC(=O)NC(=O)COc1ccccc1C#N
6	COCCCNC(=O)CN(c1cc(Cl)ccc1OC)S(=O)(=O)c1ccc(C)c([N+](=O)[O-])c1
7	CCOc1ccc(NC(=O)CN2C(=O)COc3ccc(Cl)cc32)cc1
8	O=[N+]([O-])c1ccc2[nH]c(O)c(N=NC(=S)NCC3CCCO3)c2c1 (stereo not given)
9	CSCCC(NS(=O)(=O)c1ccc(C)cc1)C(=O)NCC(C)(C)N1CCOCC1 (stereo not given)
10	CCN(CC)C(=O)CSc1ncnc2sc(C)c(C)c12
assay / compound	1	2	3	4	5	6	7	8	9	10
SR-BI DiI-HDL act	-11	-3	14	0	·	-4	-18	14	-5	3
LANA DNA inh	0.1	-0.7	-1.2	0.5	0.2	-0.7	-1.2	-2.3	0.8	1.1
Rtt109 HAT inh	-3	-6	1	6	14	-5	-18	-8	0	3
Keap1-Nrf2 PPI	-5	-6	4	0	-1	-2	-1	0	-5	3
RTF Ca sens act	-4	6	-1	-5	-3	-4	5	-3	3	-1
CAL PDZ FP-1	-2.1	-1.3	-5.5	0.6	-1.6	0.2	-0.6	0.4	-0.8	-0.5
PKA-R2B act	2	-5	-9	-10	0	2	-4	-4	4	-4
Cardiac RTF inh	-14	-5	-2	3	-4	-6	-2	-19	2	-9
DAGLB inh	-2	-2	1	-1	1	-1	-3	2	-1	-2
CAL PDZ FP-2	0	7	-7	-2	5	-2	·	-2	2	·

11	Cc1ccc(S(=O)(=O)N2CCN(C(=O)COC(=O)C3CCC3)CC2)c(C)c1
12	COc1ccccc1NC(=O)CCC(=O)N/N=C(/C)c1ccc(C)cc1
13	Cc1cc(Cl)ccc1C(=O)C1CCCN(C(=O)CN2CCOC2=O)C1 (stereo not given)
14	CCCCNC(=O)CC1N=C2c3ccccc3N=C(SCC(=O)Nc3cccc(C)c3)N2C1=O (stereo not given)
assay / compound	11	12	13	14
SR-BI DiI-HDL act	17	-30	51	7
LANA DNA inh	-0.8	-0.4	-1.0	-0.2
Rtt109 HAT inh	-7	-12	1	6
Keap1-Nrf2 PPI	1	-2	0	-2
RTF Ca sens act	-2	-5	0	-3
CAL PDZ FP-1	-0.6	1.5	0.6	-4.3
PKA-R2B act	-5	2	-3	-1
Cardiac RTF inh	-20	-4	-8	-8
DAGLB inh	-4	0	6	2
CAL PDZ FP-2	·	·	-7	-5

# All compounds of this part, from the start:
1	COc1ccc(C)cc1NC(=O)CCN1CCCC1
2	Cc1ccc2nc(N3CCC(C(=O)NC4CCCCC4)CC3)sc2c1
3	CCOC(=O)c1cc(NC(=O)Nc2nccs2)c(C)nc1C
4	CC(C)c1c(C#N)c(N)nc(SCC(=O)c2cc3ccccc3oc2=O)c1C#N
5	CC(C)CCNC(=O)NC(=O)COc1ccccc1C#N
6	COCCCNC(=O)CN(c1cc(Cl)ccc1OC)S(=O)(=O)c1ccc(C)c([N+](=O)[O-])c1
7	CCOc1ccc(NC(=O)CN2C(=O)COc3ccc(Cl)cc32)cc1
8	O=[N+]([O-])c1ccc2[nH]c(O)c(N=NC(=S)NCC3CCCO3)c2c1 (stereo not given)
assay / compound	1	2	3	4	5	6	7	8
SR-BI DiI-HDL act	-11	-3	14	0	·	-4	-18	14
LANA DNA inh	0.1	-0.7	-1.2	0.5	0.2	-0.7	-1.2	-2.3
Rtt109 HAT inh	-3	-6	1	6	14	-5	-18	-8
Keap1-Nrf2 PPI	-5	-6	4	0	-1	-2	-1	0
RTF Ca sens act	-4	6	-1	-5	-3	-4	5	-3
CAL PDZ FP-1	-2.1	-1.3	-5.5	0.6	-1.6	0.2	-0.6	0.4
PKA-R2B act	2	-5	-9	-10	0	2	-4	-4
Cardiac RTF inh	-14	-5	-2	3	-4	-6	-2	-19
DAGLB inh	-2	-2	1	-1	1	-1	-3	2
CAL PDZ FP-2	0	7	-7	-2	5	-2	·	-2

9	CSCCC(NS(=O)(=O)c1ccc(C)cc1)C(=O)NCC(C)(C)N1CCOCC1 (stereo not given)
10	CCN(CC)C(=O)CSc1ncnc2sc(C)c(C)c12
11	Cc1ccc(S(=O)(=O)N2CCN(C(=O)COC(=O)C3CCC3)CC2)c(C)c1
12	COc1ccccc1NC(=O)CCC(=O)N/N=C(/C)c1ccc(C)cc1
13	Cc1cc(Cl)ccc1C(=O)C1CCCN(C(=O)CN2CCOC2=O)C1 (stereo not given)
14	CCCCNC(=O)CC1N=C2c3ccccc3N=C(SCC(=O)Nc3cccc(C)c3)N2C1=O (stereo not given)
15	Cc1cccn2cc(-c3cccc(S(=O)(=O)N4CCOCC4)c3)nc12
16	CC1(C)CC(NC(=O)C(=O)NCCc2ccccc2)CC(C)(C)N1
assay / compound	9	10	11	12	13	14	15	16
SR-BI DiI-HDL act	-5	3	17	-30	51	7	3	10
LANA DNA inh	0.8	1.1	-0.8	-0.4	-1.0	-0.2	-0.3	-1.1
Rtt109 HAT inh	0	3	-7	-12	1	6	-4	7
Keap1-Nrf2 PPI	-5	3	1	-2	0	-2	-5	-3
RTF Ca sens act	3	-1	-2	-5	0	-3	-3	4
CAL PDZ FP-1	-0.8	-0.5	-0.6	1.5	0.6	-4.3	-1.1	0.1
PKA-R2B act	4	-4	-5	2	-3	-1	-2	9
Cardiac RTF inh	2	-9	-20	-4	-8	-8	0	-3
DAGLB inh	-1	-2	-4	0	6	2	1	1
CAL PDZ FP-2	2	·	·	·	-7	-5	·	-3

17	COc1cccc(/C=C/C(=O)OCC(=O)NCC2CCCO2)c1 (stereo not given)
18	O=S(=O)(Nc1nc2cc3c(cc2nc1Cl)OCCO3)c1ccccc1
19	CN1C(=O)C(C(=O)Nc2ccccc2F)c2ccccc21 (stereo not given)
20	N#Cc1c(-c2cccs2)cc(-c2cccnc2)nc1N
21	COc1ccccc1C(=O)Nc1c2c(nn1-c1ccc(Cl)cc1)CS(=O)(=O)C2
22	CC(=O)NC1=NN(C(C)=O)C(c2ccccn2)S1 (stereo not given)
23	C=CCn1c2ccccc2c2nnc(SC(CC)C(=O)Nc3nc(C)c(C(=O)OCC)s3)nc21 (stereo not given)
24	O=C(NC(=S)Nc1ccc(C(=O)N2CCOCC2)cc1)c1ccc([N+](=O)[O-])cc1
assay / compound	17	18	19	20	21	22	23	24
SR-BI DiI-HDL act	20	20	-5	-33	3	24	-15	-3
LANA DNA inh	-1.4	0.2	-0.7	0.2	0.5	0.2	0.0	-0.9
Rtt109 HAT inh	-7	-186	-3	-2	-3	17	-6	4
Keap1-Nrf2 PPI	0	-4	2	0	-3	0	-3	0
RTF Ca sens act	-1	-2	-1	-8	1	5	1	1
CAL PDZ FP-1	-2.0	13	-2.7	-3.4	-1.4	0.2	-4.1	-0.6
PKA-R2B act	-3	-1	-4	6	-4	-10	0	0
Cardiac RTF inh	1	-1	1	13	0	-8	3	-2
DAGLB inh	-1	1	3	1	0	1	-2	0
CAL PDZ FP-2	-4	-6	2	-3	1	·	-5	-2

25	CC(CCc1ccccc1)N(C)CC(O)c1cccc([N+](=O)[O-])c1 (stereo not given)
26	O=C(COC(=O)c1ccc(S(=O)(=O)C(F)F)cc1)Nc1ccccc1C(=O)NC1CC1
27	CC(C)C(C)NC(=O)CN1C(=O)NC2(CCCCCC2)C1=O (stereo not given)
28	CCCCNC(=S)NNC(=O)C12CC3CC(CC(C3)C1)C2
29	COc1ccc(-c2c(-c3cc(OC)cc(OC)c3)n(C)c3ccc(-c4cc(F)cc(OC)c4)cc23)cc1
30	CCCCc1nn(-c2cc(Cl)ccc2OC)c2c1C(=O)CC(C)(C)C2
31	Cc1ccc2c(c1)c(C)cc(=O)n2CCC(=O)O
32	COc1ccccc1NC(=O)c1ccc(S(=O)(=O)N2CCCC(C)C2)cc1 (stereo not given)
assay / compound	25	26	27	28	29	30	31	32
SR-BI DiI-HDL act	4	28	-2	9	-15	-17	35	-39
LANA DNA inh	0.5	-0.9	0.7	0.4	-0.3	-1.0	0.7	1.1
Rtt109 HAT inh	-4	-2	-11	0	5	-12	2	13
Keap1-Nrf2 PPI	-1	-8	-3	-3	-3	-4	4	0
RTF Ca sens act	2	4	-2	-6	-2	7	-4	-4
CAL PDZ FP-1	-0.1	-2.1	·	-0.3	0.0	-1.0	-0.9	-1.2
PKA-R2B act	1	10	-2	0	-12	0	0	-8
Cardiac RTF inh	3	-5	-10	1	7	-7	4	-7
DAGLB inh	-1	1	0	-1	-1	-5	2	-4
CAL PDZ FP-2	-1	18	-5	0	0	-7	1	-17

33	CCNC(=O)CSc1nnc(CN2CCCCCC2=O)n1-c1ccccn1
34	Cc1ccc(NC(=O)c2ccoc2C)cc1C
35	COc1ccc(N(CN2C(=O)C3CC=CCC3C2=O)C(=O)c2ccco2)cc1 (stereo not given)
36	CC(=O)N[C@@H](CC(=O)N[C@H](CCC(=O)O)C(=O)O)C(=O)O
37	CC12CC3CC(C)(C1)CC(NCc1ccncc1)(C3)C2
38	O=C(CSc1nnc(CNC(=O)c2ccc(F)cc2)o1)NCc1ccc2c(c1)OCO2
39	O=C1/C(=C/c2cccs2)SC(=S)N1NS(=O)(=O)c1ccccc1
40	O=C(CSc1ccc(Cl)cc1)Nc1ccccc1N1CCN(C(=O)c2ccc(Cl)cc2)CC1
41	Cc1cc(C)n(CCNC(=O)C2CCC(=O)N(CC3CCCCC3)C2)n1 (stereo not given)
42	CN1C/C(=C/c2ccccc2[N+](=O)[O-])C(=O)/C(=C\c2ccccc2[N+](=O)[O-])C1
assay / compound	33	34	35	36	37	38	39	40	41	42
SR-BI DiI-HDL act	24	-15	22	3	27	2	13	0	10	3
LANA DNA inh	0.7	-0.4	1.3	-2.2	-34	-1.2	0.2	-1.1	-1.7	0.9
Rtt109 HAT inh	-3	-10	1	-6	3	3	-7	2	-3	7
Keap1-Nrf2 PPI	-6	2	0	3	-4	-5	-4	2	1	-3
RTF Ca sens act	-3	13	4	3	5	2	-6	2	-2	-2
CAL PDZ FP-1	0.1	-0.7	-3.1	0.7	-0.7	-0.6	-2.7	0.1	-3.2	-0.7
PKA-R2B act	2	-8	-3	0	5	9	-11	1	-3	-8
Cardiac RTF inh	-5	-16	-15	5	-8	-2	6	-12	0	-9
DAGLB inh	-2	-3	3	1	-3	1	17	-1	-2	-1
CAL PDZ FP-2	6	-4	-1	-4	-3	-4	1	·	1	-1
